HepG2 viability – counter-screen for TGF-b inhibitors: cytotoxicity in HepG2 cells; HepG2 CAGA-GFP viability, ATP luminescence, 18 h; Potency, µM (top dose mostly 46.1 µM), inactives show top-dose activity change, negative = cytotoxicity, hits mostly cytotoxic; 410,000 tested, 0.76% active; AID 588856; further: potency means the concentration at half of the fitted maximal effect; some results filed as inactive show a strong effect at the top dose
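HepG2 CAGA-GFP cells (1000/well, DMEM with 1% FBS) received compound, then TGF-beta at 500 pg/mL final, and were incubated 18 hours at 37 degrees C. Viability was read by CellTiter-Glo luminescence. Media-only wells were set as complete cell-killing and DMSO as no toxicity.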
EPAC2 agonist – activates human EPAC2 exchange factor; Q8WZA2; EPAC2 activation, biochemical qHTS; response scale: 100% = 6.5 mM cAMP response; AID 720711; 360,000 tested, 0.079% active; Potency, µM (doses to about 154 µM), for inactives: at the top dose activation, actives largely listed as activators; further: potency means the concentration at half of the fitted maximal effect; nearly all actives have a fitted effect of over 50% in size
Target sequence (Q8WZA2 whole entry, looked up): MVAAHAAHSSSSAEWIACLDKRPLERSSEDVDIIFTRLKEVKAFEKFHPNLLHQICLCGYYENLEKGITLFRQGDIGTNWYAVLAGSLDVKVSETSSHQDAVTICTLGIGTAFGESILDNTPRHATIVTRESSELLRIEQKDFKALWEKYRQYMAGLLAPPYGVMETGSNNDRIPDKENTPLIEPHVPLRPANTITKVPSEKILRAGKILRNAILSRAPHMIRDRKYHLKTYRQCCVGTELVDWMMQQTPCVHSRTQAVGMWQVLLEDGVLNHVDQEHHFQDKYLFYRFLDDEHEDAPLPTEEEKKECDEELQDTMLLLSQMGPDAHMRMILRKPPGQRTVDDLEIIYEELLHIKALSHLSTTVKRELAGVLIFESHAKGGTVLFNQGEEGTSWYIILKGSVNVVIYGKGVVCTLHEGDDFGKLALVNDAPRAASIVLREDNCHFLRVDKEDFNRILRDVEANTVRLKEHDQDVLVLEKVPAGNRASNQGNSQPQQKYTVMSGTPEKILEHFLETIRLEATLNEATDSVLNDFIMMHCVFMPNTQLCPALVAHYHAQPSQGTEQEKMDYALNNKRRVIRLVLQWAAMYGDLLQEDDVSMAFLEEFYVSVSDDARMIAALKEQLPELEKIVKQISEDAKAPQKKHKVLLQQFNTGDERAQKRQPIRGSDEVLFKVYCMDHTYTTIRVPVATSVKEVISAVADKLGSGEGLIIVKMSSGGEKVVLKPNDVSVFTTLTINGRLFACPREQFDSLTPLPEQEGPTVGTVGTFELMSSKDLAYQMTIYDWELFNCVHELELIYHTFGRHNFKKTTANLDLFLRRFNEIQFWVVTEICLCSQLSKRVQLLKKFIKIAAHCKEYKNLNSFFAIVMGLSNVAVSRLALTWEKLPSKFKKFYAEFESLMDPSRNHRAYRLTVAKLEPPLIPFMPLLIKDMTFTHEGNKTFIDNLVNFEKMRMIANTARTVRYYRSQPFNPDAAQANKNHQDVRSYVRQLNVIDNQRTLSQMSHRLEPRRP
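In this primary screen, activation is scored as increased exchange of BODIPY-GDP from Rap1B by 100 nM EPAC2, with 50 uM GDP as competitor. Signal is normalized to the 6.5 mM cAMP agonist control.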
TGFb inhibitor – blocks TGF-b signaling | 410,000 tested, 1.2% active | HepG2 CAGA-GFP TGF-b/SMAD3 reporter, GFP fluorescence, 18 h; TGF-beta stimulated, 500 pg/mL final | Potency, µM (titrated, usually from 46.1 µM), without a hit: at the highest dose activity, negative = inhibition, actives largely listed as inhibitors; further: potency means the concentration at half of the fitted maximal effect; on the % scale 0 is the no-effect control and ±100 the full control effect; nearly all actives have a fitted effect of over 65% in size
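HEPG2 CAGA-GFP, 1000 cells/well; 2 h settle, 37 C; cpd via pin tool; TGF-b 500 pg/mL final; 18 h, 37 C; GFP imaging ex488/em500-530; %Activity normalised to -TGF-b and +DMSO controls; CRC fit, curve class.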
Nrf2 inh – inhibitors of Nrf2 signaling | 360,000 tested, 2.1% active | A549 ARE-Fluc reporter, luciferase luminescence, 18-24 h | Potency, µM (highest dose often 46 µM), without a hit: top-dose activity change, negative = inhibition, hits mostly inhibitors | AID 504444; further: potency means the concentration at half of the fitted maximal effect; on the % scale 0 is the no-effect control and ±100 the full control effect; nearly all actives have a fitted effect of over 60% in size
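Nrf2 function is reported as luminescence of an ARE-controlled luciferase in A549 cells. Compounds were tested at several concentrations, and a CellTiter-Fluor read on the same wells flagged cytotoxicity.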
ATXN viability – cell viability loss in ATXN counter-screen. AID 651635. Potency, µM (top dose mostly 56.7 µM), actives largely listed as cytotoxic. 400,000 tested, 0.49% active. S2 cells (HEK-293 line with an ATXN2-luciferase reporter) viability, CellTiter-Fluor protease fluorescence, 24 h; further: potency means the concentration at half of the fitted maximal effect; nearly all actives have a fitted effect of over 40% in size
Nrf2 ARE act – Nrf2 pathway activation. AREc32 ARE-luciferase reporter (MCF7-derived line), luminescence, 24 h. Potency, µM (doses to about 46.1 µM), for the others: at the top dose activation, hits mostly activators. 410,000 tested, 0.31% active. AID 624171; further: potency means the concentration at half of the fitted maximal effect; % of control where 0% means no effect; nearly all actives have a fitted effect of over 65% in size
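Nrf2 activation is followed as ARE-luciferase induction in the AREc32 line after one day of compound treatment; luminescence is read with Steady-Glo.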
A549 tox – kills or reduces viability of A549 cells in Nrf2 counter-screen; A549 ARE-Fluc cells, CellTiter-Fluor viability, 18-24 h; Potency, µM (series often up to 46 µM), without a hit: at the top dose activity change, negative = cytotoxicity, hits mostly inhibitors; 390,000 tested, 0.16% active; AID 504648; further: potency means the concentration at half of the fitted maximal effect; on the % scale 0 is the no-effect control and ±100 the full control effect
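A549 ARE_Fluc cells in 5% FBS OPTI-MEM were exposed to compounds in concentration-response for 18-24 h at 37 deg C. Viability was read by CellTiter-Fluor fluorescence (Ex 405/Em 525) after 30 min, before the luciferase read.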
ATXN2 expr inh – reduces ATXN2 reporter expression in HEK-293 cells; HEK-293 ATXN2-luciferase reporter, luminescence, 24 h; Potency, µM (doses to about 57 µM), for the others: at the highest dose activity change, negative = inhibition, most hits filed as inhibitors; 360,000 tested, 0.72% active; further: potency means the concentration at half of the fitted maximal effect; on the % scale 0 is the no-effect control and ±100 the full control effect; nearly all actives have a fitted effect of over 55% in size
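qHTS (up to 57 uM final) was run with 24 h compound exposure of reporter cells at 37 °C. Each well was multiplexed: SteadyGlo luminescence measured ATXN2-luciferase expression after a fluorogenic Gly-Phe-AFC viability readout (25 uM final).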
IL-2 act – activators of IL-2. IL-2 activation reporter assay, cell-based qHTS; stimulated with anti-CD3/CD4/CD28 beads; in transgenic mouse T cells. activation, % (series mostly up to about 46 µM). 360,000 tested, 0.065% active. AID 652025; in the data active means activation above about 50%; inconclusive means mostly about 30% to 49%; further: 0% is about no effect
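Using fluorescent plate cytometry, EGFP and DsRed are detected in transgenic mouse T cells stimulated 18 h at 37 degrees C with antibody-coated beads after 60 min compound pretreatment.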
Active calls of the source: *; i = inactive; ? = inconclusive; · = no result given; [ ] = another dose, or the depositor's remark. Unless noted, the call rests on the fitted dose curve; in most records, active means well fitted curve in the direction sought with a large enough effect; inconclusive means small, poorly fitted or top-dose-only effect, or another doubt; inactive means no such curve, though single readings can be large; an effect the other way counts as inactive or inconclusive.

Values run as follows: HepG2 viability, EPAC2 agonist, TGFb inhibitor, Nrf2 inh, ATXN viability, Nrf2 ARE act, A549 tox, ATXN2 expr inh, IL-2 act
1: CCCCNS(=O)(=O)c1ccc2nc(-c3cccnc3)cc(C(=O)NCCCOC)c2c1
 : 4%, -5%, 15%, 1%, i, -0.3%, 1%, -4%, -0.8
2: CCOc1ccc(CC(=O)NCCS(=O)(=O)N2CCN(c3ccccc3OC)CC2)cc1
 : -18%, ·, ?, ·, ·, -0.1%, -1%, ·, ·
3: Cc1cccc2cc(CN(C(=S)NCC(C)C)C3CCCC3)c(=O)[nH]c12
 : -10%, 9%, -24%, -14%, ?, -0.4%, -10%, 5%, -3.2
4: Clc1ccc(C[n+]2cc(-c3ccccc3)n3c2CCC3)cc1
 : -2%, 7%, -4%, ?, i, -0.5%, 5%, -12%, 1.5
5: C[C@H](NC(=O)c1ncn2c1C(=O)N(C)CC2)C(=O)OC(C)(C)C
 : -1%, 0%, -1%, ·, i, -1.0%, ·, -7%, -1.7
6: COCCn1nnnc1C(c1cc2cc(C)ccc2[nH]c1=O)N1CCCCCC1 (configuration not stated)
 : -12%, 9%, -18%, 7%, i, 0.8%, 2%[1.84 µM], -8%, 0.2
7: CCC1=NN(C(=O)Cc2ccc([N+](=O)[O-])cc2)C(O)(c2ccc(Br)cc2)C1 (configuration not stated)
 : -29%, 9%, ?, -22%, i, 2.0%, -11%, -16%, -0.4
8: O=C(NCCCN1CCN(c2ccc(F)cc2)CC1)Nc1ccc([N+](=O)[O-])cc1
 : -35%, 12%, ?, -29%, i, 1.1%, -4%, ?, -2.6
9: Cc1cccc(Cn2ccc(-c3ccc(Cl)cc3)c(C#N)c2=O)c1
 : 0%, 3%, 20%, ·, i, 0.2%, -2%, -9%, -1.7
10: Cc1nnc(N2CCCC(C(=O)NCCN(C)C)C2)c2nn(-c3ccccc3)c(C)c12 (configuration not stated)
 : -5%, ·, -7%, 21%, ·, 1.4%, -16%, -24%, ·
11: COc1ccc(N2C(=O)C3CCCN3C2c2ccc(Cl)cc2)cc1 (configuration not stated)
 : -14%, 6%, -4%, 2%, i, -0.5%, 0%, 5%, 0.2
12: CCOc1cccc(/C=N/NC(=O)c2ccc3c(c2)OCCO3)c1O
 : -27%, -9%, ?, -10%, i, -0.5%, 3%, ?, -6.6
13: Cc1ccc(SC(=O)c2c(C)noc2-c2cc(C)on2)cc1
 : -61%, 2%, 18µM*, -19%, i, ?, -4%, 3%, -2.2
14: Cc1ccnc(NC(=O)c2ccoc2C)c1
 : -52%, 11%, 10%, ?, i, 22%, 1%, 10%, 0.1
15: COc1ccc2c(c1)CCc1cn[nH]c1-2
 : 10%, -1%, -1%, 7%, i, 3.3%, -1%, ·, 0.6
16: Cc1ccc[n+](CC(=O)Nc2cccc(Cl)c2)c1
 : 2%, 5%, 4%, 4%, i, 0.4%, -1%, -11%, -3.6
17: NS(=O)(=O)c1ccc(CCn2c(=S)[nH]c3ccc(F)cc3c2=O)cc1
 : 2%, -3%, -13%, -6%, i, 0.2%, 1%, ·, -0.1
18: COc1ccc(Nc2nc(-c3cccc(Cl)c3)c3c(n2)-c2ccccc2OC3)cc1
 : -14%, ·, 11%, ?, i, -0.3%, 0%, -4%, ·
19: O=C(O)[C@@H]1CSC2c3ccccc3C(=O)N21 (some centres not stated)
 : 0%, 11%, 21%, -10%, i, 0.1%, 5%, 6%, -2.1
20: CCOC(=O)c1c(NC(=O)C(C)Sc2cn(C)c3ccccc23)sc2c1CCC2 (configuration not stated)
 : 0%, 19%, -15%, -5%, i, 0.0%, 7%, 1%, -2.9

Some entries already given, reduced to HepG2 viability, IL-2 act and ATXN viability:
nr	mol	HepG2 viability	IL-2 act	ATXN viability
14	Cc1ccnc(NC(=O)c2ccoc2C)c1	-52%	0.1	i
17	NS(=O)(=O)c1ccc(CCn2c(=S)[nH]c3ccc(F)cc3c2=O)cc1	2%	-0.1	i
15	COc1ccc2c(c1)CCc1cn[nH]c1-2	10%	0.6	i

Later entries.
Values run as follows: HepG2 viability, EPAC2 agonist, TGFb inhibitor, Nrf2 inh, ATXN viability, Nrf2 ARE act, A549 tox, ATXN2 expr inh, IL-2 act
21: C=CCOC(=O)COc1ccc2c(C)c(CC)c(=O)oc2c1
 : 3%, -1%, -15%, -5%, i, 0.3%, ·, 12%, -2.6
22: CCN(CC)c1nc2ccccc2nc1C(=O)Nc1cccc(C(C)=O)c1
 : -12%, ·, -11%, ·, i, 17%, -24%, -11%, ·
23: CC(C)(C)c1ccc(C(=O)NCc2nnc(SCC(=O)N3CCCc4ccccc43)n2-c2ccccc2)cc1
 : 11%, -6%, ?, ?, i, -0.1%, -11%, 1%, 2.4
24: CC(OC(=O)c1ccc(NS(=O)(=O)c2ccc3[nH]c(=O)[nH]c3c2)cc1)C(N)=O (configuration not stated)
 : -4%, 4%, 2%, ?, i, 0.3%, -10%, 8%, -0.5
25: NC(=O)C1(N2CCCCC2)CCN(C(=S)Nc2ccc(S(N)(=O)=O)cc2)CC1
 : 2%, 5%, -2%, 23%, i, 0.0%, ?, ·, -2.0
26: CC(=O)c1c(C)nc(-c2cccc([N+](=O)[O-])c2)n1O
 : 5%, 7%, 0%, -11%, ?, 0.2%, -8%, -2%, -0.6
27: COC(=O)c1ccccc1NC(=O)C1CCCO1 (configuration not stated)
 : -2%, 2%, -5%, -4%, i, 0.0%, -1%, 10%, 1.5
28: CCn1c(=O)c2ccccc2n(Cc2ccccc2C)c1=O
 : -2%, 9%, 10%, ?, i, 0.2%, 0%, ·, -0.4
29: O=C(COC(=O)c1cccnc1Cl)c1ccc(OC(F)F)cc1
 : -17%, 8%, -2%, 3%, i, 8.0%, 0%, -15%, -0.9
30: COc1ccc(C(=O)COC(=O)CCCN=C2NS(=O)(=O)c3ccccc32)c(OC)c1
 : -24%, 7%, 11%, 10%, i, 0.1%, 6%, 14%, -1.9
31: COC(=O)C(CC(C)C)N(Cc1cc(OC)cc(OC)c1)S(=O)(=O)c1ccccc1Br (configuration not stated)
 : -7%, 5%, ?, ?, i, 4.9%, 10%, -3%, -0.8
32: Cc1ccc(C(=O)N/N=C\c2ccccn2)cn1
 : -21%, 6%, 9%, 2%, i, 4.5%, 5%, -9%, 1.0
33: COc1cccc(C(=O)NCC(=O)N2CCC(C)CC2)c1
 : 6%, -82%[15.6 µM], -2%, ?, i, 0.1%, -3%, 17%, 0.7
34: Nc1c(-c2nc(-c3ccc(F)cc3)cs2)c2ccccn2c1C(=O)c1ccc2c(c1)OCO2
 : 3%, ·, 17%, 4%, i, -0.1%, -3%, 1%, ·
35: CS(=O)(=O)N1CCc2cc(C(=O)NC3CC3)ccc21
 : -2%, 2%, 1%, 6%, i, 0.3%[9.22 µM], -2%, 3%, -1.0
36: CCOc1cc(/C=C2/C(=N)N3C=CSC3=NC2=O)ccc1OCCCOc1ccccc1C
 : -54%, -2%, ?, -10%, ?, 3.5%, 4%, ?, -2.7
37: N#CCSc1nc2c(c(=O)n1Cc1ccccc1)C1(CCCC1)Cc1ccccc1-2
 : 1%, 10%, ?, 10%, i, -0.9%, 14%, -8%, 0.8
38: COC(=O)c1cc2occc2n1Cc1nc(-c2ccccc2Cl)oc1C
 : 2%, -10%, 7%, 7%, i, -1.0%, 2%, -2%, -2.4
39: Cc1c(Nc2nc3ccccc3nc2NS(=O)(=O)c2ccccc2)c(=O)n(-c2ccccc2)n1C
 : -12%, -1%, -2%, 10%, i, -0.6%, 11%, -6%, -0.8
40: COc1ccc(-c2cc(C(=O)OC3CCOC3=O)c3ccccc3n2)cc1 (configuration not stated)
 : -21%, 18%, 1%, 0%, i, -0.1%, -11%, -3%, -1.5
41: COc1ccc(CCNC(=O)[C@H](C)NC(=O)N2CCn3c2nc2ccccc23)cc1OC
 : -1%, 2%, 0%, 6%, i, -0.8%, 0%, 2%, -1.5
42: C/C(=N\O)c1ccc2c3c([nH]c2c1)CCCC3
 : -89%, -19%, 0%, -1%, i, 5.9%, -16%, 62%[activator], 0.2
43: C=CCN(c1ccccc1)S(=O)(=O)c1cccc(C(=O)Nc2ccc(N3CCOCC3)cc2)c1
 : -3%, 9%, -5%, ?, ?, 3.3%, 3%, -31%, -0.9
44: CCN(CC)CCNC(=O)C(=O)Nc1cc2c3c(c1)CC(=O)N3CCC2
 : -2%, 10%, 1%, -1%, i, -0.3%, 2%, 11%, -0.8
45: Cc1ccc(Cl)cc1N1CCN(Cc2cc3c(cc2O)CCC3)CC1
 : -14%, 11%, -11%, -17%, ·, -0.2%, -8%, ·, -0.8

4 compounds picked at random from those above, as already listed:
Values run as follows: HepG2 viability, EPAC2 agonist, TGFb inhibitor, Nrf2 inh, ATXN viability, Nrf2 ARE act, A549 tox, ATXN2 expr inh, IL-2 act
44: CCN(CC)CCNC(=O)C(=O)Nc1cc2c3c(c1)CC(=O)N3CCC2
 : -2%, 10%, 1%, -1%, i, -0.3%, 2%, 11%, -0.8
41: COc1ccc(CCNC(=O)[C@H](C)NC(=O)N2CCn3c2nc2ccccc23)cc1OC
 : -1%, 2%, 0%, 6%, i, -0.8%, 0%, 2%, -1.5
43: C=CCN(c1ccccc1)S(=O)(=O)c1cccc(C(=O)Nc2ccc(N3CCOCC3)cc2)c1
 : -3%, 9%, -5%, ?, ?, 3.3%, 3%, -31%, -0.9
42: C/C(=N\O)c1ccc2c3c([nH]c2c1)CCCC3
 : -89%, -19%, 0%, -1%, i, 5.9%, -16%, 62%[activator], 0.2

Rows are unselected. Share with any hit: about 4.3%.
